Screening data as filed in PubChem BioAssay.
RGS4 act: potentiators or activators of RGS4; HEK293 M3R/inducible RGS4, carbachol calcium flux Fluo4; active compounds read low; 0.92% of 310,000 active; B-score at 10 µM;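 active = B-score of the integrated calcium signal more than 4 SD below the library mean, with starting fluorescence not abnormally high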;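 note: negative B-score means reduced calcium response which marks RGS4 activation or potentiation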
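Material: M3R-expressing HEK293 line, RGS4 induced by doxycycline | Schedule: Overnight RGS4 induction, 30 min dye load 37 °C, 20 min compound RT | Measured by: Fluo4 fluorescence kinetic imaging of calcium | Read-out: Integrated calcium ratio converted to B score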
KCNK3 inh: human KCNK3 channel inhibition, primary screen; B-score at 10 µM; 0.84% of 340,000 active; O14649; CHO-KCNK3 thallium flux, FluxOR fluorescence; active compounds read low;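 active = B-score under library mean minus 4 SD, starting fluorescence ratio at most library mean plus 5 SD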;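 note: more negative B-score means stronger inhibition of thallium flux through KCNK3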
Target sequence (O14649 whole entry, looked up): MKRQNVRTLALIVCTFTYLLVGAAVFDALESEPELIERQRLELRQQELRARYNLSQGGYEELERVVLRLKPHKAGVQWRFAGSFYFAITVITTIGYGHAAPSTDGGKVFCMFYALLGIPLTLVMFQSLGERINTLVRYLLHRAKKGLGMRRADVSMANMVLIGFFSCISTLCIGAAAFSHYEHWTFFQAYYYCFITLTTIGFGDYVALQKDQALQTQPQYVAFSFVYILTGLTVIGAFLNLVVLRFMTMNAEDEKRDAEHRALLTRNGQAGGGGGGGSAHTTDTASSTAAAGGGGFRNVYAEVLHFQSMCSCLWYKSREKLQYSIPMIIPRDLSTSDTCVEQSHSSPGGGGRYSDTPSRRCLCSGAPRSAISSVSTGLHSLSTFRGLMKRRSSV
KCNQ1 act: potentiators or activators of human KCNQ1 potassium channel | P51787 | CHO-K1 KCNQ1, thallium flux FluxOR fluorescence; active compounds read high | B-score at 10 µM | 0.35% of 310,000 active;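 active = fluorescence ratio B-score, a plate-corrected score, at least three library SD, with initial intensity B-score within 5 SD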
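System: CHO-K1 cells stably expressing KCNQ1 / Medium: assay buffer for compound exposure, DMSO matched across wells / Reagent: thallium- and potassium-containing depolarizing buffer / Compound: one concentration, matched DMSO / Incubation: 20 min compound pretreatment at room temperature / Measured by: kinetic FluxOR fluorescence, 10 s baseline plus 110 s post-stimulus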
KCNQ1 inh: human KCNQ1 channel inhibition; P51787; CHO-K1 KCNQ1, FluxOR thallium flux fluorescence; active compounds read high; B-score at 10 µM; 1.3% of 310,000 active;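 active = compounds whose thallium flux B-score, printed positive for inhibition, exceeds three library SD while starting fluorescence stays within three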;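 note: channel opened by potassium depolarization with thallium stimulus after 20 min compound exposure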
TMEM16A inh: inhibitors of mouse TMEM16A calcium-activated chloride channel; Q8BHY3; HEK293 TMEM16A/YFP iodide influx fluorescence, ionomycin; normalized B-score (activity score, 25-100; higher = stronger inhibition) at 10 µM; 1.2% of 310,000 active; AID 588511;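 active = ratio plate-corrected score three or more library SD toward inhibition, starting fluorescence score within five deviations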;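 note: score derived from kinetic fluorescence span divided by baseline fluorescence per well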
RGS4 inh: inhibitors of human RGS4; P49798; HEK293 M3R/RGS4 inducible, Fluo-4 calcium flux; active compounds read high; triggered by carbachol at its EC20; B-score at 10 µM; 0.45% of 310,000 active;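 active = B-score, a plate-corrected calcium signal, over three deviations above library mean, with baseline fluorescence within five deviations of library mean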;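 note: RGS4 expression induced by doxycycline in cells with stable M3 receptor; B-score is computed from the integrated fluorescence ratio over baseline after carbachol; higher B-score means a larger calcium signal and so more RGS4 inhibition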
Target sequence (P49798 whole entry, looked up): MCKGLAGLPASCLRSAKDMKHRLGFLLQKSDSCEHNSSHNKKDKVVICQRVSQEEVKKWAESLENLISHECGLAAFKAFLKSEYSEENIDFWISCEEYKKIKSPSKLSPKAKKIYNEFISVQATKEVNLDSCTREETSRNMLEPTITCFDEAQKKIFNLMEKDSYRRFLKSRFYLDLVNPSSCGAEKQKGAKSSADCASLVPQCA
KCNK9 block: blocks the human KCNK9 two-pore domain potassium channel | HEK293 KCNK9, FluxOR thallium flux fluorescence; active compounds read low | Q9NPC2 | 1.2% of 310,000 active | B-score at 10 µM;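 active = ratio B-score over 3 SD below the library mean, with starting fluorescence within 5 SD of its mean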;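 note: negative B-score means less thallium flux so channel inhibition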
hERG protect: shields human hERG channel from block by proarrhythmic agents; Q12809; CHO-hERG, FluxOR thallium flux, dofetilide IC70 present; activation (rescue from dofetilide block), less the hit threshold, % at 10 µM; 0.51% of 310,000 active;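 active = activation above the mean of controls blocked by dofetilide plus 5 SD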;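 note: thallium influx through hERG after potassium depolarization seen as dye fluorescence rise; in these data hits start at about 4.7%; inactives centre near -7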
SKKanGAS inh: inhibitors of SKKanGAS S. pyogenes growth in kanamycin (SK-promoter or general growth effect); BacTiter-Glo, 6 h; inhibition, % at 7.5 µM; 1.3% of 300,000 active;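 active = mean replicate score, as percent of positive control median, at least 50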;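 note: strain carries kanamycin resistance gene driven by streptokinase promoter and grows in 40 µg/ml kanamycin; loss of luminescence reflects streptokinase promoter inhibition or plain growth inhibition; 0% = median of DMSO wells and 100% = positive control at its reference dose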
HDAC3 inhib: inhibitors of human histone deacetylase 3; 0.15% of 320,000 active; inhibition, % at 8.3 µM; AID 2718; recombinant HDAC3, fluorogenic peptide/trypsin coupled, fluorescence; in the data active = inhibition above about 26%, passing the limit was not always enough
Target sequence (O15379 whole entry, looked up): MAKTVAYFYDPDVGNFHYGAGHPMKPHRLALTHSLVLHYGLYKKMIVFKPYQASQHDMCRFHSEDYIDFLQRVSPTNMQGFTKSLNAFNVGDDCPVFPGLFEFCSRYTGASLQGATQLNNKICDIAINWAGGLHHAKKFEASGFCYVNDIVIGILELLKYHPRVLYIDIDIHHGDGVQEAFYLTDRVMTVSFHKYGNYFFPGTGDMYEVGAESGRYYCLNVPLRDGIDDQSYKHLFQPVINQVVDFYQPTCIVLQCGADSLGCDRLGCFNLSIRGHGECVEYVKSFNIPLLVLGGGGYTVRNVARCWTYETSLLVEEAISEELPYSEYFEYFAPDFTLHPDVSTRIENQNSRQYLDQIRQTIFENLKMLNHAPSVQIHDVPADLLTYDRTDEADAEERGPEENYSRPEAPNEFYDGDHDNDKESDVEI
ANO1 activ: activators or potentiators of mouse TMEM16A chloride channel | Q8BHY3 | 0.3% of 340,000 active | B-score at 10 µM | AID 623877 | HEK293 TMEM16A/YFP-H148Q/I152L, iodide quench fluorescence; active compounds read low;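 active = fluorescence-ratio B-score plate-corrected deviation score at least 3 library SD below zero, with starting fluorescence score within 5 deviations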;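 note: channel opened by trigger with iodide after compound preincubation; score built on the fluorescence ratio of max minus min over baseline; more negative score means more quench and so TMEM16A activation or potentiation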
Active calls of the source: *.

For COc1cccc(C2=NOC(C(=O)N3CCN(C(=O)c4ccco4)CC3)C2)c1 (configuration not stated) the results were RGS4 act inactive, KCNK3 inh inactive, KCNQ1 act inactive, KCNQ1 inh inactive, TMEM16A inh inactive, RGS4 inh inactive, KCNK9 block inactive, hERG protect -9.4, SKKanGAS inh -2.6, HDAC3 inhib -3.0 and ANO1 activ inactive.
`O=C(CN1CCOCC1)Nc1ccc(NC(=O)CN2CCOCC2)c(Cl)c1` gave RGS4 act inactive, KCNK3 inh inactive, KCNQ1 act inactive, KCNQ1 inh inactive, TMEM16A inh inactive, RGS4 inh inactive, KCNK9 block inactive, hERG protect -9.8, SKKanGAS inh -4.2, HDAC3 inhib 0.1 and ANO1 activ inactive.
`Cc1cc(C)c2nc(-c3cccnc3)cc(C(=O)Nc3ccc(S(=O)(=O)Nc4onc(C)c4C)cc3)c2c1` gave RGS4 act inactive, KCNK3 inh inactive, KCNQ1 act inactive, KCNQ1 inh inactive, TMEM16A inh inactive, RGS4 inh inactive, KCNK9 block inactive, hERG protect -9.4, SKKanGAS inh 64.7*, HDAC3 inhib 10.7 and ANO1 activ inactive.
CCCN1CCN(C(=O)Cn2nc(CC)n3c(cc4sccc43)c2=O)CC1 was read as RGS4 act inactive, KCNK3 inh inactive, KCNQ1 act inactive, KCNQ1 inh inactive, TMEM16A inh inactive, RGS4 inh inactive, KCNK9 block inactive, hERG protect -5.1, SKKanGAS inh -0.3, HDAC3 inhib -1.0 and ANO1 activ inactive.
`CC(C)c1ccc(NC2CCCN(C(=O)c3cnsn3)C2)cc1` (configuration not stated) gave RGS4 act inactive, KCNK3 inh inactive, KCNQ1 act inactive, KCNQ1 inh inactive, TMEM16A inh inactive, RGS4 inh inactive, KCNK9 block inactive, hERG protect -14.1, SKKanGAS inh 5.2, HDAC3 inhib -0.8 and ANO1 activ inactive.
`O=C(OCc1ccccc1)/C(=C/c1cccc([N+](=O)[O-])c1)NC(=O)c1ccco1` gave RGS4 act inactive, KCNK3 inh inactive, KCNQ1 act inactive, KCNQ1 inh inactive, TMEM16A inh inactive, RGS4 inh inactive, KCNK9 block inactive, hERG protect -2.0, SKKanGAS inh -0.3, HDAC3 inhib -5.9 and ANO1 activ inactive.
CCC(C)N(C(=O)Cn1c(=O)cnc2ccccc21)C1CCS(=O)(=O)C1 (configuration not stated) was read as RGS4 act inactive, KCNK3 inh inactive, KCNQ1 act inactive, KCNQ1 inh inactive, TMEM16A inh inactive, RGS4 inh inactive, KCNK9 block inactive, hERG protect -10.8, SKKanGAS inh -3.5, HDAC3 inhib 3.0 and ANO1 activ inactive.
Cc1cc2oc(=O)cc(CN(C)Cc3cccc(F)c3)c2cc1Cl was read as RGS4 act inactive, KCNK3 inh -10.9*, KCNQ1 act inactive, KCNQ1 inh inactive, TMEM16A inh inactive, RGS4 inh inactive, KCNK9 block inactive, hERG protect -11.4, SKKanGAS inh 28.7, HDAC3 inhib 3.1 and ANO1 activ inactive.
For CCOC(=O)c1ccc(N/N=C/c2cc(Br)cc([N+](=O)[O-])c2O)cc1 the results were RGS4 act inactive, KCNK3 inh inactive, KCNQ1 act inactive, KCNQ1 inh inactive, TMEM16A inh inactive, RGS4 inh inactive, KCNK9 block inactive, hERG protect -6.6, SKKanGAS inh -3.3, HDAC3 inhib 4.0 and ANO1 activ inactive.
For Cc1ccc(-c2cc(-c3ccccc3)nc(N)c2C#N)o1 the results were RGS4 act inactive, KCNK3 inh inactive, KCNQ1 act inactive, KCNQ1 inh inactive, TMEM16A inh inactive, RGS4 inh inactive, KCNK9 block inactive, hERG protect -8.5, SKKanGAS inh 4.5, HDAC3 inhib -24.9 and ANO1 activ inactive.
CC(NCCCOc1cccc2ccccc12)c1ccccc1 (configuration not stated) was read as RGS4 act inactive, KCNK3 inh inactive, KCNQ1 act inactive, KCNQ1 inh inactive, TMEM16A inh inactive, RGS4 inh inactive, KCNK9 block inactive, hERG protect -17.8, SKKanGAS inh 9.5, HDAC3 inhib -0.4 and ANO1 activ inactive.
For CC(C)(C)C1CCc2c(sc(NC(=O)C3CC=CCC3C(=O)O)c2C#N)C1 (configuration not stated) the results were RGS4 act inactive, KCNK3 inh inactive, KCNQ1 act inactive, KCNQ1 inh inactive, TMEM16A inh 100*, RGS4 inh inactive, KCNK9 block inactive, hERG protect 13.7*, SKKanGAS inh 27.0, HDAC3 inhib 8.8 and ANO1 activ inactive.
`CCCCn1c(-c2cccc3ccccc23)nc2cc3[nH]c(=O)c(C(C)C)nc3cc21` gave RGS4 act inactive, KCNK3 inh inactive, KCNQ1 act inactive, KCNQ1 inh inactive, TMEM16A inh inactive, RGS4 inh inactive, KCNK9 block -11.1*, hERG protect -7.1, SKKanGAS inh 16.7, HDAC3 inhib 4.0 and ANO1 activ inactive.
For CC(C)CN(C(=O)c1ccc(C(F)(F)F)cc1)c1c(N)n(CC(C)C)c(=O)[nH]c1=O the results were RGS4 act inactive, KCNK3 inh inactive, KCNQ1 act inactive, KCNQ1 inh inactive, TMEM16A inh inactive, RGS4 inh inactive, KCNK9 block inactive, hERG protect -2.2, SKKanGAS inh 2.5, HDAC3 inhib -2.6 and ANO1 activ inactive.
Screening CCOc1ncccc1C(=O)OCc1ccc(C(=O)OC)o1 returned RGS4 act inactive, KCNK3 inh inactive, KCNQ1 act inactive, KCNQ1 inh inactive, TMEM16A inh inactive, RGS4 inh inactive, KCNK9 block inactive, hERG protect -11.7, SKKanGAS inh -5.7, HDAC3 inhib 1.1 and ANO1 activ inactive.
`CC1(C)CC(N2CCCC2)=CC(=[N+]2CCCC2)C1` gave RGS4 act inactive, KCNK3 inh inactive, KCNQ1 act inactive, KCNQ1 inh inactive, TMEM16A inh inactive, RGS4 inh inactive, KCNK9 block inactive, hERG protect -9.6, SKKanGAS inh -6.2, HDAC3 inhib 13.7 and ANO1 activ inactive.
Screening CC(C)C(C)NC(=O)CN1C(=O)NC2(CCCc3ccccc32)C1=O (configuration not stated) returned RGS4 act inactive, KCNK3 inh inactive, KCNQ1 act inactive, KCNQ1 inh inactive, TMEM16A inh inactive, RGS4 inh inactive, KCNK9 block inactive, hERG protect -6.2, SKKanGAS inh 6.8, HDAC3 inhib 1.0 and ANO1 activ inactive.
For CC(C)NC(=O)CC1C(=O)NCCN1CC(c1ccccc1)c1ccccc1 (configuration not stated) the results were RGS4 act inactive, KCNK3 inh inactive, KCNQ1 act inactive, KCNQ1 inh inactive, TMEM16A inh inactive, RGS4 inh inactive, KCNK9 block inactive, hERG protect -9.0, SKKanGAS inh -6.6, HDAC3 inhib 0.5 and ANO1 activ inactive.
`CCC(OC(=O)c1ccco1)C(=O)NC1CCCC1` (configuration not stated) gave RGS4 act inactive, KCNK3 inh inactive, KCNQ1 act inactive, KCNQ1 inh inactive, TMEM16A inh inactive, RGS4 inh inactive, KCNK9 block inactive, hERG protect -5.1, SKKanGAS inh -3.2, HDAC3 inhib 4.4 and ANO1 activ inactive.
CCC1(CC)NC(=O)N(CC(=O)Nc2ccc(S(=O)(=O)N3CCOCC3)cc2)C1=O was read as RGS4 act inactive, KCNK3 inh inactive, KCNQ1 act inactive, KCNQ1 inh inactive, TMEM16A inh inactive, RGS4 inh inactive, KCNK9 block inactive, hERG protect -14.4, SKKanGAS inh -6.4, HDAC3 inhib 4.9 and ANO1 activ inactive.
`CCN1CCN(c2nc(S(=O)(=O)c3ccc(C)cc3)c(Cl)s2)CC1` gave RGS4 act inactive, KCNK3 inh inactive, KCNQ1 act inactive, KCNQ1 inh inactive, TMEM16A inh inactive, RGS4 inh inactive, KCNK9 block inactive, hERG protect -15.2, SKKanGAS inh -2.0, HDAC3 inhib 7.1 and ANO1 activ inactive.
Screening COc1cc(CNCCSc2nnnn2C)cc(Br)c1OCc1ccccc1 returned RGS4 act inactive, KCNK3 inh inactive, KCNQ1 act inactive, KCNQ1 inh inactive, TMEM16A inh inactive, RGS4 inh inactive, KCNK9 block inactive, hERG protect -13.1, SKKanGAS inh -2.9, HDAC3 inhib -5.3 and ANO1 activ inactive.
For CCCc1cc(=O)[nH]c(Nc2ccc(O)cc2)n1 the results were RGS4 act inactive, KCNK3 inh inactive, KCNQ1 act inactive, KCNQ1 inh inactive, TMEM16A inh inactive, RGS4 inh inactive, KCNK9 block inactive, hERG protect -10.1, SKKanGAS inh 5.4, HDAC3 inhib 0.7 and ANO1 activ inactive.
Screening CCOC(=O)C(C(C)=O)c1c(Br)c(O)c(O)c2c(C(=O)c3ccc(C)cc3)coc12 (configuration not stated) returned RGS4 act -9.24*, KCNK3 inh inactive, KCNQ1 act inactive, KCNQ1 inh 9*, TMEM16A inh inactive, RGS4 inh inactive, KCNK9 block -14.9*, hERG protect -8.5, SKKanGAS inh 16.0, HDAC3 inhib 1.1 and ANO1 activ inactive.
For O=S(=O)(Nc1ccc(Br)cn1)c1ccc(Cl)s1 the results were RGS4 act inactive, KCNK3 inh inactive, KCNQ1 act inactive, KCNQ1 inh inactive, TMEM16A inh inactive, RGS4 inh inactive, KCNK9 block inactive, hERG protect -7.3, SKKanGAS inh -17.9, HDAC3 inhib -5.7 and ANO1 activ inactive.
`O=C(O)c1ccc(/C=C2\SC(=S)N(NC(=O)c3ccc(Br)cc3)C2=O)cc1` gave RGS4 act inactive, KCNK3 inh inactive, KCNQ1 act inactive, KCNQ1 inh inactive, TMEM16A inh inactive, RGS4 inh inactive, KCNK9 block inactive, hERG protect -12.6, SKKanGAS inh 0.1, HDAC3 inhib 1.8 and ANO1 activ inactive.
`Cc1ccc(CNC(=O)Cn2ccc3ccccc3c2=O)o1` gave RGS4 act inactive, KCNK3 inh inactive, KCNQ1 act inactive, KCNQ1 inh inactive, TMEM16A inh inactive, RGS4 inh inactive, KCNK9 block inactive, hERG protect -3.4, SKKanGAS inh -1.2, HDAC3 inhib 2.6 and ANO1 activ inactive.
Screening Cc1ccc(Cn2c(C(C)Nc3nc(-c4ccc(F)cc4)cs3)nc3cc(C(=O)NCCCO)ccc32)cc1 (configuration not stated) returned RGS4 act inactive, KCNK3 inh inactive, KCNQ1 act inactive, KCNQ1 inh inactive, TMEM16A inh inactive, RGS4 inh inactive, KCNK9 block inactive, hERG protect -16.4, SKKanGAS inh 26.9, HDAC3 inhib -1.6 and ANO1 activ inactive.
O=C(NC1CCCC1)C1CCCN(S(=O)(=O)c2ccc(-n3cnnn3)cc2)C1 (configuration not stated) was read as RGS4 act inactive, KCNK3 inh inactive, KCNQ1 act inactive, KCNQ1 inh inactive, TMEM16A inh inactive, RGS4 inh inactive, KCNK9 block inactive, hERG protect -0.1, SKKanGAS inh -4.0, HDAC3 inhib 3.0 and ANO1 activ inactive.
